Compound activity deposited in PubChem by National Center for Advancing Translational Sciences (NCATS).
PLK1 PBD inh = blocks phosphopeptide binding to human PLK1 polo-box domain; P53350; Plk1 PBD binding of FITC phosphopeptide, fluorescence polarization; Potency, µM, inactives show max response, negative = inhibition, hits mostly inhibitors; actives 2.8% (n = 360,000); note: potency is the fitted concentration of half-maximal effect; series mostly up to about 57 µM; % is set by controls: 0 for no effect and ±100 for the full control effect; nearly all actives have a fitted effect of over 65% in size
CCT chaperon mod = modulators of cytosolic chaperonin (CCT/TRiC) activity. purified chaperonin ATPase assay, HTRF ADP detection, 30 min. activity change, % (concentration not given with the values), hits read low. actives 0.3% (n = 360,000); in the data active = activity change below about -30%; note: % is set by controls: 0 for no effect and ±100 for the full control effect
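First, chaperonin was dispensed at 40 nM or 20 nM final depending on batch activity. Next, compounds were pinned at 76 uM and ATP added at 10 uM. After 30 min at 37 °C, ADP detection reagents ran 30 min at ambient temperature.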
MmCpn inh = blocks the Methanococcus maripaludis chaperonin Mm-Cpn. actives 0.031% (n = 330,000). AID 504842. Potency, µM (doses to about 76.9 µM), for the others: at the highest dose activity, negative = inhibition, usual class: inhibitors. purified Mm-Cpn ATPase, ADP Transcreener TR-FRET; note: potency is the fitted concentration of half-maximal effect; % is set by controls: 0 for no effect and ±100 for the full control effect; nearly all actives have a fitted effect of over 80% in size
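Measured: ADP formation by purified Mm-CPN. Conditions: 25 nM protein, 10 uM ATP, Tris pH 7.4 with Mg2+, K+ and DTT, 37°C for 30 min. Detection: Transcreener HTRF after 30 min at room temperature.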
EPAC1 ag = agonists of human EPAC1. O95398. EPAC1 agonist qHTS, biochemical assay; response scale: 100% = response to 6.5 mM cAMP. Potency, µM (highest dose often 154 µM), for inactives: at the top dose activation, usual class: activators. actives 0.073% (n = 360,000); note: potency is the fitted concentration of half-maximal effect; nearly all actives have a fitted effect of over 60% in size
Target sequence (O95398 whole entry, looked up): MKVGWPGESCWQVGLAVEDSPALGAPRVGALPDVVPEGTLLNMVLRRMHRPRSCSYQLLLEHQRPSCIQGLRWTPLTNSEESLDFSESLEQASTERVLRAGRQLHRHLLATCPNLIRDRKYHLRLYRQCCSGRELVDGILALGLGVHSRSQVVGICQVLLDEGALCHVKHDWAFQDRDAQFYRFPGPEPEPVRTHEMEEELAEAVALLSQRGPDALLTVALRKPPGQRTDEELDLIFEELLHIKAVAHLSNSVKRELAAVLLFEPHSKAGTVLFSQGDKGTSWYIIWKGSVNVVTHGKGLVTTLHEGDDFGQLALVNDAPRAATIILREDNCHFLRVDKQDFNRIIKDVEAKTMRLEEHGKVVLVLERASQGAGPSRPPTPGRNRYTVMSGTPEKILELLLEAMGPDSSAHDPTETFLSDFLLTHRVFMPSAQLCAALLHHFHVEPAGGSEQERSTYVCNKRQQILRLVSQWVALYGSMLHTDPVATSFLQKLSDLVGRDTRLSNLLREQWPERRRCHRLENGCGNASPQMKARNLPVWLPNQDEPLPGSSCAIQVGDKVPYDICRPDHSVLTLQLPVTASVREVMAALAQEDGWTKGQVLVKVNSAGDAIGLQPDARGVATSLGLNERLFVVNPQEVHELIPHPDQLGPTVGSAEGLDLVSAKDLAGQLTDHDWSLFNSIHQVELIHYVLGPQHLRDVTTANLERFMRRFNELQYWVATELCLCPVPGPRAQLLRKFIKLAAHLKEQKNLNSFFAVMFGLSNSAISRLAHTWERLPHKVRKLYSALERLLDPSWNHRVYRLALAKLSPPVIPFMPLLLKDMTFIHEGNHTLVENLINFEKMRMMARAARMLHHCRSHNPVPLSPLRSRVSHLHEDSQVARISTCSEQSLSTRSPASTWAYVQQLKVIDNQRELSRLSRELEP
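Nucleotide exchange assay: 100 nM EPAC1 with 250 nM Rap1B loaded with BODIPY-GDP and 50 uM GDP, room temperature. Fluorescence (480/540 nm) read every 5 min for 30 min; signal change normalized to 6.5 mM cAMP as full agonist.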
PI5P4K alpha inh = PI5P4K alpha (human) kinase inhibition; PI5P4Kalpha enzyme, ADP-Glo luminescence, 60 min; active compounds read low; max response, %; P48426; actives 1.2% (n = 330,000); AID 652105; active = max response of -50% or lower; inconclusive = between -30% and -50%; inactive = -30% or higher; note: value at the top dose of about 77 µM; % is set by controls: 0 for no effect and ±100 for the full control effect
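ADP-Glo luminescence end-point read after a 60 min room-temperature kinase reaction of PI5P4Kalpha plus substrate, initiated with ATP at 5 microM final. Buffer: 0.038 M HEPES pH 7.4, EGTA, 0.1% CHAPS, 5% DMSO.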
EPAC2 antag = blocks human EPAC2 exchange factor; AID 720708; EPAC2 GEF exchange of Rap1B-BODIPY-GDP, fluorescence; Potency, µM (titrated, usually from 114 µM), inactives show at the highest dose activity, negative = inhibition, hits mostly inhibitors; actives 0.18% (n = 360,000); note: potency is the fitted concentration of half-maximal effect; % is set by controls: 0 for no effect and ±100 for the full control effect; nearly all actives have a fitted effect of over 45% in size; many of its hits are not listed in these tables
EPAC1 antagonist = antagonists of human EPAC1; O95398; EPAC1 GEF assay, Rap1b-BODIPY-GDP exchange fluorescence; Potency, µM (highest dose often 115 µM), for the others: top-dose activity change, negative = inhibition, usual class: inhibitors; actives 0.14% (n = 360,000); AID 720709;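 note: potency is the fitted concentration of half-maximal effect; plate controls were vehicle for no effect and positive control for full effect; nearly all actives have a fitted effect of over 50% in size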
WRN helicase inh = blocks human WRN helicase | Q14191 | WRN helicase unwinding, fluorescent forked duplex, kinetic | Potency, µM (top dose mostly 114 µM), inactives show at the highest dose activity change, negative = inhibition, most hits filed as inhibitors | actives 0.46% (n = 360,000) | AID 651768; note: potency is the fitted concentration of half-maximal effect; % is set by controls: 0 for no effect and ±100 for the full control effect; nearly all actives have a fitted effect of over 55% in size
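WRN at 20 nM final preincubated with compound 15 min at room temperature; reaction started with 100 nM fluorophore/quencher forked duplex oligonucleotide and 2 mM ATP final. Unwinding followed kinetically by red fluorescence (ex 525, em 598 nm).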
* hit, by the source's call; ? = inconclusive; / = not tested or not shown; [ ] = remark or other dose. Unless noted, calls come from the whole dose curve; as a rule, active = well fitted curve in the direction sought with a large enough effect; inconclusive = small, poorly fitted or top-dose-only effect, or another doubt; inactive = no such curve, though single readings can be large; an effect the other way counts as inactive or inconclusive. An excerpt; the hit share may differ from the screen's.

SMILES | PLK1 PBD inh | CCT chaperon mod | MmCpn inh | EPAC1 ag | PI5P4K alpha inh | EPAC2 antag | EPAC1 antagonist | WRN helicase inh
O=C(O)c1ccccc1C(=O)c1ccc2oc(=O)[nH]c2c1 | -12% | 0.3 | / | -1% | -15 | 22% | 15% | -4%[11.6 µM]
CCN(CC)C(=O)CN(c1ccc(Cl)cc1)S(=O)(=O)c1ccccc1 | -3% | -0.1 | 1% | -1% | 4 | 19% | 11% | -12%
O=C(NCC(=O)N(Cc1ccccc1)C(C(=O)NC1CCCC1)c1ccco1)c1ccco1 (stereo not drawn) | -3% | -0.4 | -5% | 1% | 11 | 8% | -3% | 2%
C#CCNC(=O)C1=C[C@H](c2ccc(C(F)(F)F)cc2)C[C@H](OCc2ccc(CO)cc2)O1 | -3% | -5.5 | / | -5% | -9 | -8% | -24% | -2%
Cn1c(SCCOc2ccc(Cl)cc2)nnc1-c1ccncc1 | -10% | -0.5 | 0% | 5% | -3 | 1% | -10% | -3%
COc1ccc(COC(=O)C2CCN(S(=O)(=O)c3cccs3)CC2)cc1 | 0% | 2.0 | -1% | 21% | 9 | -2% | 1% | -13%
Cc1cccc(C)c1OCC(=O)NNC(=S)NC(=O)C1CC1 | -6% | -1.2 | -1% | 0% | -1 | 2% | 12% | 12%
CCN(CC)CC(=O)c1c[nH]c2ccccc12 | -1% | -0.7 | -1% | -6% | -6 | -2% | 12% | 2%
COc1ccccc1C(c1nnnn1C1CCCC1)N1CCN2CCCC2C1 (stereo not drawn) | 1% | 1.2 | 0% | 0% | / | 14% | 14% | -18%
CC(C)c1ccc(OC(=O)c2ccc3c(=O)n4c(nc3c2)CCC4)cc1 | -14% | -2.3 | -1% | -27% | -15 | 2% | -8% | -34%

Part of the list above, as a markdown table:
| molecule | PLK1 PBD inh | CCT chaperon mod | MmCpn inh | EPAC1 ag | PI5P4K alpha inh | EPAC2 antag | EPAC1 antagonist | WRN helicase inh |
| --- | --- | --- | --- | --- | --- | --- | --- | --- |
| COc1ccc(COC(=O)C2CCN(S(=O)(=O)c3cccs3)CC2)cc1 | 0% | 2.0 | -1% | 21% | 9 | -2% | 1% | -13% |
| Cc1cccc(C)c1OCC(=O)NNC(=S)NC(=O)C1CC1 | -6% | -1.2 | -1% | 0% | -1 | 2% | 12% | 12% |
| CCN(CC)CC(=O)c1c[nH]c2ccccc12 | -1% | -0.7 | -1% | -6% | -6 | -2% | 12% | 2% |
| COc1ccccc1C(c1nnnn1C1CCCC1)N1CCN2CCCC2C1 (stereo not drawn) | 1% | 1.2 | 0% | 0% | / | 14% | 14% | -18% |

Remaining list, next part:
SMILES | PLK1 PBD inh | CCT chaperon mod | MmCpn inh | EPAC1 ag | PI5P4K alpha inh | EPAC2 antag | EPAC1 antagonist | WRN helicase inh
COc1ccc2c(c1)[nH]c1c(=O)n(Cc3ccccn3)cnc12 | -7% | -4.0 | -5% | 3% | 1 | -1% | -4% | 5%
COCCN1C(=O)CN(S(C)(=O)=O)CC1(C)C(=O)NC(C)C (stereo not drawn) | 0% | / | / | 13% | -3 | 5% | -22% | -1%
NC(=O)CSc1nnc2n(N)c(=O)c3ccccc3n12 | -3% | -0.2 | 1% | 1% | 0 | 2% | -1% | -1%
Cc1nc2ccccn2c1C(=O)N/N=C/c1ccc2c(c1)OCO2 | 0% | -0.9 | 2% | 6% | 1 | -6% | 2% | -8%
NC(c1csc(Nc2ncccn2)n1)C1CCCCC1 (stereo not drawn) | -8% | 1.4 | / | 0% | 11 | 2% | -9% | 4%
CC(=O)Oc1ccc(C(=O)N2c3ccccc3NC(=O)C2C)cc1 (stereo not drawn) | -5% | -1.9 | -2% | -1% | 2 | -5% | 12% | -8%
CCOc1cc(OCC)cc(C(=O)NC(=S)Nc2cccc(C(F)(F)F)c2)c1 | -4% | -0.3 | 0% | 0% | 12 | -4% | -23% | -19%
COCCNC(=O)CC(NS(=O)(=O)c1ccc(C)cc1)c1ccco1 (stereo not drawn) | 1% | -4.3 | 3% | 9% | -7 | -4% | 5% | -16%
Cc1cc(-c2ccccc2)nc(N/N=C/c2ccco2)n1 | -9% | -2.0 | -1% | 6% | / | 2% | 5% | -4%
CC(=O)OCC1OC(n2ccc3ccccc32)C(OC(C)=O)C(OC(C)=O)C1OC(C)=O (stereo not drawn) | 27µM* | -1.9 | -1% | -2% | -22 | 13% | 1% | -8%
O=C(NCCCn1ccnc1)c1nn2c(C(F)(F)F)cc(-c3ccccc3)nc2c1Cl | -12% | -3.0 | 2% | 10% | -2 | 2% | -19% | 1%
N#Cc1cnn(Cc2ccc(Cl)cc2)c1N | -2% | -1.4 | 1% | -4% | / | 12% | 11% | -14%
CCOc1ccc(S(=O)(=O)N2CCOCC2)cc1NC(=O)CN1C(=O)NC(CC)(c2ccccc2)C1=O (stereo not drawn) | 14% | -3.2 | 1% | 5% | -5 | -4% | -13% | 4%
CC(=O)c1ccc(NC(=S)NCCc2ccccn2)cc1 | -8% | -0.7 | 0% | 2% | 1 | 7% | 0% | 5%
COc1ccc(-c2cc3nc(C)cc(NCCO)n3n2)cc1 | -3% | 3.5 | -12% | 2% | / | 11% | 4% | -6%
O=S(=O)(c1ccc(Br)cc1)N1CCCC1 | -10% | -5.5 | -5% | 2% | 2 | -6% | -24% | -9%
CCN(CC)S(=O)(=O)c1ccc(N)cc1 | 0% | -1.3 | 2% | 5% | -14 | 7% | -2% | -7%
Cc1ccc(C)c(OCC(O)CNC2CCCC2)c1 (stereo not drawn) | -9% | -5.9 | -4% | 3% | 1 | 0% | ? | -5%
COc1ccccc1N=Cc1c(C)c(C#N)c2[nH]c3ccccc3n2c1=O | -29% | -2.3 | 4% | -7% | -14 | 17% | -21% | -12%
O=C(CN1CCOCC1)N1CCOCC1 | -14% | -5.8 | / | 4% | 3 | 3% | -6% | -7%
COC(=O)c1c(NC(NC(C)=O)C(Cl)(Cl)Cl)sc2c1CCCC2 (stereo not drawn) | -5% | 0.7 | 0% | -11% | -2 | -2% | 21% | -10%[57.1 µM]
O=C(CSc1nnc(NC(=O)C2CC2)s1)NCc1cccs1 | 1% | 0.0 | 0% | 6% | 1 | 3% | 2% | -1%
O=C1CN(C(=O)NCC(=O)N[C@H](Cc2ccccc2)C(=O)O)c2ccccc2N1 | 0% | -1.4 | 4% | -1% | 12 | -13% | -4% | 3%
O=C(Nc1ccc(S(=O)(=O)N2CCOCC2)cc1)c1ccccc1 | 1% | -0.4 | -1% | 10% | 2 | 19% | -11% | 7%
COc1ccc(/C=C2/SC(=S)N(n3c(C)ccc3C)C2=O)cc1 | -5% | -0.3 | 0% | 4% | 7 | 3% | 0% | -11%
Cc1nn(CC(=O)NNC(=S)NCC2CCCO2)c(C)c1Br (stereo not drawn) | 8% | -3.0 | 1% | 13% | 0 | -15% | -7% | 5%
CCCSC1=N/C(=C/c2ccsc2)C(=O)N1c1ccccc1 | -10% | -1.4 | -2% | 4% | -3 | -27% | -2% | -8%
Cc1ccc(S(=O)(=O)N2CN(Cc3ccco3)c3nc4ccccc4nc32)cc1 | -11% | -2.1 | -3% | 6% | 2 | -1% | 1% | -13%
COc1ccc(CN2CCN(Cc3cccc(Oc4ccccc4)c3)CC2)c(OC)c1OC | 2% | 2.4 | -1% | 0% | 24 | -28% | -13% | -26%
Cn1c(=O)oc2cc(S(=O)(=O)N3CCc4ccccc43)ccc21 | -16% | -4.5 | 3% | 2% | -1 | 10% | -15% | 0%
Cc1cc(C)n(-c2ccc(C(=O)OCC(=O)NCc3ccc(Cl)cc3)cc2)n1 | -11% | -2.1 | 2% | -9% | 2 | -6% | -7% | 0%
CN(CCC#N)C(=O)COC(=O)c1ccc2[nH]c3c(c2c1)CCCC3 | -2% | 0.6 | 1% | -8% | -1 | 5% | 1% | -7%
CCN(CC)S(=O)(=O)c1cccc(C(=O)N[C@H](C(=O)NCc2ccc(Cl)cc2)C(C)C)c1 | -12% | -1.3 | -1% | 13% | 0 | -10% | -15% | -8%
CC1CCCC(NC(=S)NC(=O)c2ccco2)C1C (stereo not drawn) | -2% | -3.8 | -3% | 9% | 13 | -14% | 4% | -25%
Cc1ccc(C(=O)Oc2cc(C)[nH]c(=O)c2[N+](=O)[O-])cc1 | 0% | 0.6 | -4% | -3% | 4 | 20% | 6% | -2%
COc1ccc(CN2CCNC(=O)C2CC(=O)N(C)Cc2ccon2)cc1OC (stereo not drawn) | -10% | -1.0 | 0% | 14% | 0 | -1% | -1% | -2%
CCOP(=O)(OCC)C(C)(C)NC(=O)c1cc([N+](=O)[O-])cc([N+](=O)[O-])c1 | -8% | -0.8 | -2% | -1% | / | 29% | 27% | -5%
COc1ccc(/C(C)=N/NC(=O)CN(c2ccc(OC)cc2)S(=O)(=O)c2ccccc2)cc1 | -14% | 5.4 | -1% | 10% | 11 | 0% | -14% | 3%
O=S(=O)(c1ccc(S(=O)(=O)N(Cc2cccs2)CC2CCCO2)cc1)N1CCCCC1 (stereo not drawn) | -12% | 2.3 | -3% | 5% | / | 8% | -2% | -15%
CCc1ccc(C2c3[nH]c4ccccc4c3CCN2C(=O)c2cc(C)nn2C)cc1 (stereo not drawn) | -13% | 0.0 | -7% | 16% | 1 | -24% | -14% | -10%
Cc1cccc(C(=O)N(Cc2cccs2)C2CCS(=O)(=O)C2)c1 (stereo not drawn) | -11% | 0.5 | -1% | -8% | 1 | 2% | -5% | 6%
CC(=O)c1ccc(NC(=O)C2CC(=O)N(C(C)C)C2)cc1 (stereo not drawn) | -19% | -2.0 | 0% | -11% | -2 | 4% | -5% | -2%
COc1ccc(NCc2nc3ccccc3n2C)cc1 | -3% | -7.6 | 0% | -1% | -11 | -8% | -18% | 11%
CC(NC(=O)Cn1cnc2c1c(=O)n(C)c(=O)n2C)c1ccccc1 (stereo not drawn) | -4% | 0.7 | 0% | -7% | 1 | 12% | -8% | 6%
Nc1cc(=O)[nH]c(SCC(=O)Nc2ncc(C(F)(F)F)cc2Cl)n1 | -2% | 0.7 | -1% | 2% | -4 | 8% | -10% | -1%[57.1 µM]
CSc1nnc(Cn2c(=O)sc3ccccc32)n1-c1cccc(Cl)c1 | -14% | -1.3 | 1% | 1% | / | 5% | 5% | -1%
CN(C)C(=O)c1ccc(COc2ccccc2Br)o1 | -8% | 1.4 | 2% | -2% | 7 | 7% | 15% | -4%
CCOC(=O)c1c(NC(=O)COC(=O)CNC(=O)c2ccco2)sc(C)c1C | 3.4µM* | -1.7 | -1% | 10% | -26 | -20% | -24% | -23%
CCc1nc2ccccc2c(C(=O)OCc2nnc(-c3ccccc3)o2)c1C | -15% | -3.8 | -5% | 18% | 5 | -5% | -3% | -12%
